Giardia killer: kills Giardia lamblia; AID 540267; Giardia lamblia trophozoite viability; activity change, % at 7.66 µM, hits read low; 0.15% of 340,000 active; in the data active = activity change below about -80%; inconclusive = between about -30% and that limit;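 also: parasites exposed to compound for two days anaerobically before the ATP read; % is scaled to controls: 0 for no effect and ±100 for the full control effect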
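Luminescence from cellular ATP indicates surviving trophozoites (100 cells/well) following 48 hrs anaerobic compound treatment at 37 deg C; signal develops 15-30 min at room temperature.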
VP16 counter: Gal4-VP16 reporter inhibition counter-screen; Potency, µM (series often up to 53.6 µM), for the others: at the highest dose activity, negative = inhibition, hits mostly inhibitors; 3.5% of 310,000 active; Drosophila S2 Gal4-VP16 UAS-luciferase, luminescence, 20 h;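 also: Gal4-VP16 expression switched on by copper sulfate through the metallothionein promoter; potency is read from the fitted curve at half-maximal effect; % is scaled to controls: 0 for no effect and ±100 for the full control effect; nearly all actives have a fitted effect of over 50% in size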
Menin-MLL TR inh: displaces Texas Red mutant MLL peptide from human menin; AID 1768; Potency, µM (highest dose often 61.6 µM), for the others: top-dose FP activity change, negative = inhibition, usual class: inhibitors; O00255; 0.23% of 270,000 active; Menin + Texas Red MLL mutant peptide, fluorescence polarization; active = well fitted inhibition curve with a large enough effect in the polarisation, with a control signal flat, not every such curve was filed as active; inconclusive = small, poorly fitted or top-dose-only effect, or effect the other way, or a change in a side signal; inactive = no such curve, though single readings can be large or run the other way; the % refers to the polarisation; also: potency is read from the fitted curve at half-maximal effect; % of control where 0% means no effect; many of its hits are not listed in these tables
BRCA1 expr up: BRCA1 expression activation. Potency, µM (titrated, usually from 46.1 µM), without a hit: top-dose activation, most hits filed as activators. 1.1% of 380,000 active. MCF7-BRCA1-FFLuc reporter, luminescence, 48 h; response scale: scaled: vehicle 0%, 10 µM genistein 100%; also: potency is read from the fitted curve at half-maximal effect; nearly all actives have a fitted effect of over 80% in size; some results filed as inactive show a strong effect at the top dose
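Quantitative HTS in MCF7 cells stably reporting BRCA1 expression via firefly luciferase. Compound treatment lasts 48 h at 37 °C in phenol-red free MEM. Activation is expressed relative to genistein at 10 microM and DMSO.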
FLuc counter: firefly luciferase modulation, counter-screen for miR-21 project | P08659 | purified FLuc, Km substrates, luminescence inhibition | Potency, µM (top dose mostly 57.5 µM), inactives show at the top dose activity change, negative = inhibition, usual class: inhibitors | 6.9% of 360,000 active;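 also: potency is read from the fitted curve at half-maximal effect; plate controls were vehicle for no effect and reference inhibitor for full effect; nearly all actives have a fitted effect of over 55% in size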
Target sequence (P08659 whole entry, looked up): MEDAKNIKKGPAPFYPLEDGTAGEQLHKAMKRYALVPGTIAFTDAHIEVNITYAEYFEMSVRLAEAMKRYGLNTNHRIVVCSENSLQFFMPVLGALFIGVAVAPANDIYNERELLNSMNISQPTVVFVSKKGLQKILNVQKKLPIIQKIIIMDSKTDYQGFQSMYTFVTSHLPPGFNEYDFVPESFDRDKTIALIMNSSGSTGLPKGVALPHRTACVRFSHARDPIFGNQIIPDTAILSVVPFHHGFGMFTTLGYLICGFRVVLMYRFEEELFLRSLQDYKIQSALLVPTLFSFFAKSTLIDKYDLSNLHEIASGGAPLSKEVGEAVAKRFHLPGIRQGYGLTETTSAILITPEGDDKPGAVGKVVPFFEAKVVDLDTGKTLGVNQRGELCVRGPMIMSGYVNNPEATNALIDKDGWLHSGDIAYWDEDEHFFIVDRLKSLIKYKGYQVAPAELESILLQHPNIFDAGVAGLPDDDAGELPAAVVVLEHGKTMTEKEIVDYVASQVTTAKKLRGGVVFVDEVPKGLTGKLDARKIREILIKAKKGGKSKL
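Purified P. pyralis luciferase (10nM final) with 10uM D-luciferin and 10uM ATP (Km levels) in 50mM Tris acetate pH 7.5, 10mM Mg acetate, 0.01% Tween-20, 0.05% BSA; qHTS 6-point titration, ~60 µM downward; luminescence read.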
Rab9 promoter act: Rab9 promoter activation; Huh7 Rab9 promoter-luciferase reporter, luminescence, 24 h; Potency, µM (doses to about 9.22 µM), inactives show at the top dose activation, negative = inhibition, actives largely listed as activators; 2.8% of 320,000 active; also: potency is read from the fitted curve at half-maximal effect; % of control where 0% means no effect; nearly all actives have a fitted effect of over 60% in size
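Cell-based reporter: Huh7 stable for Rab9 promoter-driven luciferase, plated in reduced-serum medium with 10% FBS at 1500 cells/well, compound-treated 24 h at 37 °C, luminescence read after 10 min reagent.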
NPC1 promoter act: activates the NPC1 promoter. Huh7 NPC1 promoter luciferase reporter, 24 h. Potency, µM (doses to about 9.22 µM), for inactives: top-dose activation, most hits filed as activators. 2.4% of 320,000 active. AID 485313;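 also: potency is read from the fitted curve at half-maximal effect; % of control where 0% means no effect; nearly all actives have a fitted effect of over 60% in size; reporter is driven by a mutant NPC1 promoter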
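In 1536-well qHTS, Huh7 cells harboring an NPC1 promoter–luciferase construct received compound for 24 h; activation was quantified by luminescence following luciferase reagent addition.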
PKM2 activator: increases activity of human pyruvate kinase M2; AID 1631; P14618; Potency, µM (series often up to 57.5 µM), without a hit: top-dose activation, hits mostly activators; 0.34% of 260,000 active; purified PKM2, Kinase-Glo ATP luminescence, activation; response scale: 0% is enzyme alone, no compound; also: potency is read from the fitted curve at half-maximal effect; % is scaled to controls: 0 for no effect and ±100 for the full control effect; nearly all actives have a fitted effect of over 55% in size
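ATP formation by purified human PK-M2, quantified via coupled luciferase luminescence after 1 h at room temperature with 0.1 mM ADP and 0.5 mM PEP final.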
p53 reactivator: mutant p53 re-activation in reporter cells. H1299 p53-A138V BP100-luciferase reporter, luminescence, 24 h. Potency, µM (series often up to 92.2 µM), without a hit: top-dose activity change, positive = activation, most hits filed as activators. 0.063% of 320,000 active; also: potency is read from the fitted curve at half-maximal effect; % of control where 0% means no effect; nearly all actives have a fitted effect of over 45% in size
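H1299 (p53-null), stable ts p53-A138V + BP100-Luc; 1000 cells/well, Opti-MEM/10% FBS; cpd 4 pt, 1:5; 24 h, 37 deg C, 5% CO2; detection reagent 10 min RT; luminescence.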
RORg inh: inhibitors of mouse ROR gamma transcriptional activity; Drosophila S2 Gal4-RORgamma UAS-luciferase reporter, 20 h; AID 2551; P51450; Potency, µM (titrated, usually from 53.6 µM), without a hit: top-dose activity change, negative = inhibition, actives largely listed as inhibitors; 5.4% of 310,000 active; also: potency is read from the fitted curve at half-maximal effect; % is scaled to controls: 0 for no effect and ±100 for the full control effect; nearly all actives have a fitted effect of over 60% in size
Target sequence (P51450 whole entry, looked up, the tested form may be a part): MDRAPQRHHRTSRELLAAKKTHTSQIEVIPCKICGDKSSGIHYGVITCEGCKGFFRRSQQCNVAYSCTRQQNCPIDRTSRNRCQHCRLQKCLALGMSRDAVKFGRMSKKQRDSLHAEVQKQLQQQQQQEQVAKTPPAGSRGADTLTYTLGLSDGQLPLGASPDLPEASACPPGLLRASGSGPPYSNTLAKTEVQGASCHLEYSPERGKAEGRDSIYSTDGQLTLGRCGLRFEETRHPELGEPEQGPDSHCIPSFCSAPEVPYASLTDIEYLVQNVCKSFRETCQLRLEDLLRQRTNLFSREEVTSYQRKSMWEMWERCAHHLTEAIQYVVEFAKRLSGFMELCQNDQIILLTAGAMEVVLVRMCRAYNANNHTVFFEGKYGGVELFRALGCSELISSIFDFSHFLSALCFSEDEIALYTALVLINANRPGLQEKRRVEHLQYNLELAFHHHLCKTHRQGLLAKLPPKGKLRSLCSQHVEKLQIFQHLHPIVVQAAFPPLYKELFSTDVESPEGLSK
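Stably transfected Drosophila Schneider cells are the test system, with ROR gamma fused to Gal4 and luciferase under UAS control; luminescence is read after 20 hr of 700 uM copper sulfate induction at ambient temperature.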
ELG1 genotox: inducers of genotoxicity in HEK293T ELG1-luciferase cells. 1.3% of 330,000 active. HEK293T ELG1-luciferase reporter, luminescence, 16 h. Potency, µM (series often up to 46 µM), without a hit: top-dose activity change, positive = activation, most hits filed as activators; also: potency is read from the fitted curve at half-maximal effect; % of control where 0% means no effect; nearly all actives have a fitted effect of over 60% in size
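Cells (2,000/well) expressing the ELG1-luciferase fusion are dosed by pin tool and kept 16 hr at 37 °C, 5% CO2. Signal comes from ONE-Glo luciferase reagent after 30 min at room temperature.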
Numbers without * were called inactive; ? = inconclusive; · = no result given; [ ] = dose if it differs, or a comment. Unless noted, calls follow the shape of the dose curve; as a rule, active = well fitted curve in the direction sought with a large enough effect; inconclusive = small, poorly fitted or top-dose-only effect, or another doubt; inactive = no such curve, though single readings can be large; an effect the other way counts as inactive or inconclusive. Not all compounds are listed; count on the stated rates, not on these rows.

The line under a structure holds: PKM2 activator	NPC1 promoter act	p53 reactivator	Rab9 promoter act	BRCA1 expr up	FLuc counter	ELG1 genotox	Menin-MLL TR inh	RORg inh	VP16 counter	Giardia killer
CC(=O)Nc1ccc(N(C(=O)Cc2cccs2)C(C(=O)NC2CCCC2)c2ccncc2)cc1 (stereo not drawn)
    ·	0%	-3%	4%	0%	1%	5%	·	-1%	-7%	-21
O=C(CSc1nncn1-c1ccccn1)Nc1cccc(Cl)c1
    21%	2%	-4%	1%	3%	-3%	-2%	3%	8%	-11%	-2
Cc1cccc2nc(-c3ccco3)c(Nc3ccc4c(c3)OCCO4)n12
    7%	-2%	0%	-3%	-7%	-19%	?	?	-16%	10%	-5
CC(NCC1COc2ccccc2O1)C(=O)NCc1ccccc1 (stereo not drawn)
    -7%	-3%	1%	-2%	11%	-1%	-2%	-19%	14%	0%	-1
Cc1ccc(Cn2cccc(-c3nc4ccccc4s3)c2=O)cc1
    -5%	2.8µM*	4%	2.2µM*	?	2.1µM*	6%	13%	19%	-3%	-5
Cc1noc(C)c1C(=O)Nc1ccccc1N1CCOCC1
    ·	-1%	-2%	-2%	14%	0%	0%	·	·	·	-10
CCOC(=O)c1cc2occc2n1Cc1c(F)cccc1Cl
    -1%	0%	-6%	-2%	0%	-1%[2.3 µM]	1%	18%	26%	5%	0
O=C(CSc1ccc2c(c1)OCCO2)Nc1ccc(Br)cn1
    10%	-6%	-2%	1%	-12%	-13%	12%	·	20%	6%	9
Cc1ccc(SCC(=O)NN2C(=O)c3ccccc3C2=O)cc1
    -42%	-4%	-3%	-22%	9%	-7%	-3%	1%	11%	4%[10 µM]	-7
Cn1c(CNC(=O)c2ccco2)nnc1SCCOc1ccccc1
    -1%	-1%	-2%	-5%	5%	-1%	1%	1%	-21%	3%	-8
CN(/C=C/C(=O)C(F)(F)C(F)(F)F)Cc1ccccc1
    0%	1%	5%	-2%	-3%[1.84 µM]	4%	0%	2%	8%	5%	-20
Cc1nn(C)cc1CN(C)Cc1ccc(OCC(O)CN2CCCCC2)cc1 (stereo not drawn)
    -4%	-4%	-5%	-1%	-5%	6%	0%	-2%	2%	4%	1
Cc1ccc(S(=O)(=O)N2CC=C(c3ccc(F)cc3)CC2)cc1
    -3%	-8%	3%	-6%	-25%	1%	-1%	7%	36%	?	-29
CSc1nnc(-c2ccccc2Cl)n1N
    -10%	2%	0%	-4%	-25%	-1%[2.3 µM]	2%	3%	-22%	0%	6
Cc1ccc(/C=C/C(=O)NCc2ccccn2)o1
    ?	-4%	12%	-7%	1%	0%	3%	-2%	0%	-11%	11

Part of the list above with just PKM2 activator, FLuc counter and Menin-MLL TR inh:
Structure | PKM2 activator | FLuc counter | Menin-MLL TR inh
CC(=O)Nc1ccc(N(C(=O)Cc2cccs2)C(C(=O)NC2CCCC2)c2ccncc2)cc1 (stereo not drawn) | · | 1% | ·
CC(NCC1COc2ccccc2O1)C(=O)NCc1ccccc1 (stereo not drawn) | -7% | -1% | -19%

Following part
The line under a structure holds: PKM2 activator	NPC1 promoter act	p53 reactivator	Rab9 promoter act	BRCA1 expr up	FLuc counter	ELG1 genotox	Menin-MLL TR inh	RORg inh	VP16 counter	Giardia killer
CCOC(=O)CSc1nnc(-c2ccco2)n1-c1ccc(C)cc1
    2%	1%	0%	2%	-2%	-1%	-3%	-27%	17%	6%	0
CC1Sc2ccc(S(=O)(=O)CCC(=O)NCc3ccc(Cl)cc3)cc2NC1=O (stereo not drawn)
    ·	5%	-2%	-2%	-28%	2%	-7%	·	35%	-14%	11
Nc1nnc(SCC(=O)NCc2ccc3c(c2)OCO3)s1
    -1%	0%	-8%	-1%	9%	-2%	-1%	-3%	-10%	5%	10
CCS(=O)(=O)N1CCCC(C(=O)NCCN2CCC(Cc3ccccc3)CC2)C1 (stereo not drawn)
    -3%	-4%	-4%	3%	-10%	2%	-1%	2%	-5%	-9%	16
COc1cc2[nH]c(=S)nc(NCC3CCCO3)c2cc1OC (stereo not drawn)
    -15%	7%	9%	5%	-13%	4%	2%	0%	-22%	11%	-27
CCOC(=O)c1sc(NC(=O)CSc2n[nH]c(-c3ccc(Cl)cc3Cl)n2)c(C#N)c1C
    -1%	1%	-5%	-6%	-6%	-1%	-8%	?	11µM*	?	-8
O=C(O)c1cccc(NC2=C(Cl)C(=O)c3ccccc3C2=O)c1
    -15%	25%	-10%	?	-83%[inhibitor]	17µM*	-24%	?	11µM*	?	7
O=C(CSC1=NCCS1)N1CCc2ccccc21
    15%	?	?	4µM*	3.2µM*	13µM*	8.2µM*	18%	-15%	-24%	-6
Cc1cc2c3c([nH]c2cc1S(=O)(=O)NCCCOC(C)C)CC(C)(C)CC3=O
    ·	-2%	-5%	-9%	-18%	1%	-3%	-15%	?	-6%	8
COc1cc(C(=O)Nc2ccc3c(c2)nc(C)n3C)cc(OC)c1OC
    -1%	-27%	22%	-18%	-1%	21µM*	?	0%	5%	-28%	-2
CC(=O)N1CCc2cc(Br)cc(S(=O)(=O)N3CCc4ccccc43)c21
    10%	1%	17%	-2%	-21%	-8%	-14%	-2%	?	2%	-1
C(=C\CSc1ncn[nH]1)/CSc1ncn[nH]1
    6%	1%	0%	1%	0%	2%	0%	-8%	0%	13%	5
NS(=O)(=O)c1ccc(NC(=O)c2c(F)cccc2Cl)cc1
    0%	1%	-3%	-8%	-4%	-1%	-1%	·	1%	5%	12
CC(C)c1ccc(NC2CCCN(C(=O)c3cnsn3)C2)cc1 (stereo not drawn)
    1%	-1%	-15%	4%	5%	-2%	-7%	·	35%	20%	12
CCCN1CCN(C(=O)Cn2nc(CC)n3c(cc4sccc43)c2=O)CC1
    4%	-4%	6%	0%	-3%	2%	-3%	-21%	-32%	-2%	21
Cc1cc(C)c2nc(-c3cccnc3)cc(C(=O)Nc3ccc(S(=O)(=O)Nc4onc(C)c4C)cc3)c2c1
    7%	0%	-2%	-6%	-4%	?	0%	?	20%	-3%	10
O=C(CN1CCOCC1)Nc1ccc(NC(=O)CN2CCOCC2)c(Cl)c1
    -4%	-1%	-1%	0%	7%	3%	1%	7%	-19%	-8%	-8
COc1ccc(/C=N/NC(=O)c2cc3c(ccc4ccccc43)o2)cc1OC
    ·	-3%	-8%	-3%	3%	11µM*	-4%	·	-9%	-25%	-5
Cc1ccc(NC(=O)COC(=O)C2=COCCO2)cc1
    -9%	-3%	17%	2%	0%	?	8%	-7%	32%	13%	0
O=C(Nc1ccc(C(=O)O)cc1)/C(=C/c1ccc2c(c1)OCO2)NC(=O)c1cccc(Br)c1
    -3%	1%	0%	1%	7%	-4%	0%	-2%	-20%	5%	-8
COc1cccc(C2=NOC(C(=O)N3CCN(C(=O)c4ccco4)CC3)C2)c1 (stereo not drawn)
    3%	0%	6%	-1%	15%	-11%	-1%	-26%	32%	24%	7
O=C(NNC1=NS(=O)(=O)c2ccccc21)c1ccc([N+](=O)[O-])cc1
    -1%	?	-5%	28%	34%	1.5µM*	15%	18%	13µM*	?	?
C[C@H](NC(N)=O)C(=O)Nc1ccc(N2CCOCC2)c(S(=O)(=O)Nc2ccc(Cl)cc2)c1
    ·	-4%	-5%	-3%	0%	?	1%	·	·	·	4
C(=N\n1cnnc1SCc1ccccc1)/c1ccco1
    -1%	0%	-5%	-3%	-6%	-3%	1%	?	15%	-6%	-29
CCOC(=O)C1=C(CN2CCN(C(=O)OCC)CC2)NC(=O)NC1c1ccc2c(c1)OCO2 (stereo not drawn)
    6%	-4%	0%	1%	1%	1%	-1%	?	0%	-17%	7
CC(C)(C)OC(=O)NC(CC(=O)OCc1ccccc1)C(=O)O (stereo not drawn)
    4%	-4%	-2%	-2%	8%	-1%	1%	·	7%	0%	-9
O=C(c1ccc(F)cc1)[C@@H]1[C@@H](C(=O)c2ccccc2)[C@@]2(C(=O)Nc3ccccc32)[C@H]2c3ccccc3C=CN12
    17%	17%	?	0%	·	?	-1%	?	-15%	24%	·
O=C(CSc1oc(-c2ccccc2)nc1S(=O)(=O)c1ccc(F)cc1)NCC1CCCO1 (stereo not drawn)
    0%	-3%	6%	0%	-3%	4%	0%	-1%	?	-23%	-1
Cn1c(CN2CCOCC2)c(C#N)c2ccccc21
    20%	4%	0%	-6%	1%	8%	0%	4%	-14%[10 µM]	1%	3
COc1ccc(/C=N/Nc2ccccn2)c(OC)c1OC
    2%	?	0%	?	11µM*	17µM*	?	-19%	?	-6%	11
O=C(NC1CC1)c1sc2cc(Cl)ccc2c1Cl
    ·	?	19%	?	?	6.7µM*	?	·	·	·	-17

Screening data from PubChem.
